# Assay outcomes as filed in PubChem BioAssay.
# TGFb inhibitor – blocks TGF-b signaling. AID 588855. 410,000 compounds, 1.2% hits. HepG2 CAGA-GFP TGF-b/SMAD3 reporter, GFP fluorescence, 18 h; TGF-beta stimulated, 500 pg/mL final. Potency, µM (doses to about 46.1 µM), for the others: at the top dose activity, negative = inhibition, actives largely listed as inhibitors; also: % is scaled to controls: 0 for no effect and ±100 for the full control effect; nearly all actives have a fitted effect of over 65% in size
#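 GFP signal (ex488/em500-530) from TGF-beta-stimulated HEPG2 CAGA-GFP cells, 500 pg/mL final, 18 h at 37 degrees C in DMEM plus 1% FBS, normalized to unstimulated and DMSO-stimulated controls.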
# Nrf2 block – blocks Nrf2 signaling | A549 ARE-Fluc reporter, luciferase luminescence, 18-24 h | Potency, µM (titrated, usually from 46 µM), for the others: top-dose activity change, negative = inhibition, hits mostly inhibitors | 360,000 compounds, 2.1% hits; also: % is scaled to controls: 0 for no effect and ±100 for the full control effect; nearly all actives have a fitted effect of over 60% in size
#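 In this cell-based qHTS, ARE-driven firefly luciferase in A549 cells reports Nrf2 activity; the luminescent signal after BugLite lysis is the measured value, with a prior CellTiter-Fluor read for cell health.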
# EPAC2 antagonist – antagonists of human EPAC2; Q8WZA2; EPAC2 GEF exchange of Rap1B-BODIPY-GDP, fluorescence; Potency, µM (doses to about 114 µM), for the others: at the highest dose activity, negative = inhibition, actives largely listed as inhibitors; 360,000 compounds, 0.18% hits; also: % is scaled to controls: 0 for no effect and ±100 for the full control effect; nearly all actives have a fitted effect of over 45% in size; many of its hits are not listed in these tables
# Target sequence (Q8WZA2 whole entry, looked up): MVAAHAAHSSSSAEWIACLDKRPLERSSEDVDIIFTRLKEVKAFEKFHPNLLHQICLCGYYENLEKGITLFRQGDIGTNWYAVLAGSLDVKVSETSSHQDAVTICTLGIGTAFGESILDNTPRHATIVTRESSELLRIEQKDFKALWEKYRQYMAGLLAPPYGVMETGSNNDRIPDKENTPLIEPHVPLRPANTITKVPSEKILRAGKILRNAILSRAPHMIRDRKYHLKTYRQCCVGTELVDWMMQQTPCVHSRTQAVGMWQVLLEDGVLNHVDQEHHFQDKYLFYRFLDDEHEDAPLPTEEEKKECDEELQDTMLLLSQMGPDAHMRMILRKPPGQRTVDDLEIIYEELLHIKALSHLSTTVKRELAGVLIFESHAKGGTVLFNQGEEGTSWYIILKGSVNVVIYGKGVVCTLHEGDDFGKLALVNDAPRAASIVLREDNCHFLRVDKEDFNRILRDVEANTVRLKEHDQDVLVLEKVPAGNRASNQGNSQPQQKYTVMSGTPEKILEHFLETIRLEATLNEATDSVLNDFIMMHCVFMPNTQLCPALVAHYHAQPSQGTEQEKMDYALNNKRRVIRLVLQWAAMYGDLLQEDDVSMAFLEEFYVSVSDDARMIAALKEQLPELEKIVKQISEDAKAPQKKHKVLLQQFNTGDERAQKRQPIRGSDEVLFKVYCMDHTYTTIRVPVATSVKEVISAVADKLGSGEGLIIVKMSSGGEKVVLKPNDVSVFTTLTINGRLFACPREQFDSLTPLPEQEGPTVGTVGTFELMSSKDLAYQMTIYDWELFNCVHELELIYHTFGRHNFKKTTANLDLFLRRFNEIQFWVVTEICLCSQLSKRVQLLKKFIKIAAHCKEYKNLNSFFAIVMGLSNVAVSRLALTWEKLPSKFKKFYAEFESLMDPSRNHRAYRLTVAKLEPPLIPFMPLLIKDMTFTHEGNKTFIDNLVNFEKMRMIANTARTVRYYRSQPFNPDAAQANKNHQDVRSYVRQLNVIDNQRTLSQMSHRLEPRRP
# S2 tox – cell viability loss in ATXN counter-screen; S2 cells (HEK-293 line with an ATXN2-luciferase reporter) viability, CellTiter-Fluor protease fluorescence, 24 h; Potency, µM (series often up to 56.7 µM), most hits filed as cytotoxic; 400,000 compounds, 0.49% hits; AID 651635; also: nearly all actives have a fitted effect of over 40% in size
# HepG2 tox – HepG2 cytotoxicity, counter-screen for TGF-b inhibitors; HepG2 CAGA-GFP viability, ATP luminescence, 18 h; Potency, µM (top dose mostly 46.1 µM), for inactives: at the highest dose activity change, negative = cytotoxicity, most hits filed as cytotoxic; 410,000 compounds, 0.76% hits; also: some results filed as inactive show a strong effect at the top dose
#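 HepG2 CAGA-GFP cells (1000/well, DMEM with 1% FBS) received compound, then TGF-beta at 500 pg/mL final, and were incubated 18 hours at 37 degrees C. Viability was read by CellTiter-Glo luminescence. Media-only wells were set as complete cell-killing and DMSO as no toxicity.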
# Nrf2 ARE act – activates Nrf2 signaling. AREc32 ARE-luciferase reporter (MCF7-derived line), luminescence, 24 h. Potency, µM (highest dose often 46.1 µM), without a hit: top-dose activation, actives largely listed as activators. 410,000 compounds, 0.31% hits. AID 624171; also: % of control where 0% means no effect; nearly all actives have a fitted effect of over 65% in size
#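 AREc32_Fluc, 1000 cells/well, OPTI-MEM + 5% FBS, o/n 37 deg C 5% CO2; 23 nL cpd by pin tool, 24 hr; Steady-Glo 30 min RT, luminescence.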
# ATXN2 expr inh – ATXN2 expression inhibition; HEK-293 ATXN2-luciferase reporter, luminescence, 24 h; 360,000 compounds, 0.72% hits; Potency, µM (doses to about 57 µM), for inactives: at the top dose activity change, negative = inhibition, most hits filed as inhibitors; AID 1745845; also: % is scaled to controls: 0 for no effect and ±100 for the full control effect; nearly all actives have a fitted effect of over 55% in size
#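 ATXN2-luciferase reporter cells (luciferase flanked by upstream and downstream ATXN2 gene portions) were treated 24 h at 37 °C with compounds at up to 57 uM. SteadyGlo luminescence gave expression; GF-AFC fluorescence gave viability.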
# A549 tox – kills or reduces viability of A549 cells in Nrf2 counter-screen; A549 ARE-Fluc cells, CellTiter-Fluor viability, 18-24 h; Potency, µM (top dose mostly 46 µM), without a hit: top-dose activity change, negative = cytotoxicity, hits mostly inhibitors; 390,000 compounds, 0.16% hits; AID 504648; also: % is scaled to controls: 0 for no effect and ±100 for the full control effect
#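 A549 ARE-Fluc cells in 5% FBS OPTI-MEM, 5000 cells/well, rested 2 h then exposed to compounds in concentration-response for 18-24 h at 37 °C. Viability by CellTiter-Fluor fluorescence (Ex 405/Em 525) after 30 min; luciferase luminescence (BugLite, 15 min, RT) read afterwards.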
# MCF10A rereplic – induces DNA re-replication in MCF 10a normal breast cells; AID 624296; Potency, µM (highest dose often 46.1 µM), for the others: at the top dose activity, positive = re-replication, hits mostly activators; MCF 10A DNA re-replication, Hoechst nuclear intensity, 48 h; 350,000 compounds, 2.9% hits; also: % of control where 0% means no effect; nearly all actives have a fitted effect of over 50% in size
# Active calls of the source: *; i = inactive; u = inconclusive; x = no result given; & = joins results of further samples; [ ] = another dose, or the depositor's remark. Calls follow the shape of the dose curve; as a rule, active = well fitted curve in the direction sought with a large enough effect; inconclusive = small, poorly fitted or top-dose-only effect, or another doubt; inactive = no such curve, though single readings can be large; an effect the other way counts as inactive or inconclusive. Potency is read from the fitted curve at half-maximal effect.
SMILES,TGFb inhibitor,Nrf2 block,EPAC2 antagonist,S2 tox,HepG2 tox,Nrf2 ARE act,ATXN2 expr inh,A549 tox,MCF10A rereplic
COC(=O)[C@@H]1C[C@@]2(O)[C@H](O)[C@H](O)[C@H](O)C[C@H]2N1Cc1ccc(C)s1,18%,4%,28%,i,1%,-0.9%,10%,-2%,u
O=C(Nc1ccccc1)C1CCCN1S(=O)(=O)c1ccc(Br)cc1 (configuration not stated),0%,-11%,-8%,i,-3%,-1.0%,-3%,1%,2%
CCCC1=Nc2cc(C(=O)NCCc3ccccc3)ccc2Sc2ccc(C)cc21,u,u,x,u,2%,-0.8%,-9%,-11%,x
Cc1ccc(CNCCC2=CCCCC2)cc1,22%,7%,7%,i,-45%,-0.3%,-12%,9%,21%
COc1ccc(C)cc1N1CC(C(=O)OCc2nc(N)nc(Nc3ccccc3C)n2)CC1=O (configuration not stated),-12%,1%,2%,i,-1%,-0.5%,-11%,6%,-9%
Cc1ccc(C(=O)c2cn(Cc3ccccc3F)c3cc4c(cc3c2=O)OCCO4)cc1,7%,u,x,i,-1%,-0.4%,12%,-1%,x
COCCCNS(=O)(=O)c1ccc(SC)cc1,8%,-14%,-3%,i,0%,0.2%,-8%,1%,3%
NC(=O)CC(NC(=O)Cc1ccc(Br)cc1)c1ccc(N2CCCCCCC2)c([N+](=O)[O-])c1 (configuration not stated),u,-29%,8%,u,-62%,-0.6%,0%,-15%,u
O=C(Nc1ccc2c(c1)OCCO2)C1CCCN1S(=O)(=O)c1cccc2cccnc12 (configuration not stated),u,u,-6%,i,-34%,3.3%,2%,0%,0%
COc1ccc(CC(=O)Nc2ccc(-c3cn4ccc(C)cc4n3)cc2)cc1,-27%,u,14%[57.1 µM],i,-49%,6.1%,-24%,u,u
S=C(NCC1CCCO1)NC1CC1 (configuration not stated),5%,-12%,2%,i,9%,-0.5%,1%,1%,-1%
CC(C)(C)c1cc(C(=O)NN)n(Cc2ccc(Cl)cc2Cl)n1,u,-13%,-7%,u,13µM*,0.1%,13µM*,-5%,u
Cc1ccc(S(=O)(=O)N2CCc3cc(C(=O)Nc4ccc(C(F)(F)F)cc4)ccc32)cc1,24%,u,x,i,-21%,4.0%,5%,-4%,x
CN1CC=C2C(C#N)=C(N)C(C#N)(C#N)[C@H](c3ccoc3)[C@H]2C1,-6%,-3%,0%,i,5%,-0.2%,3%,-1%,-10%
CC(CNC(=O)c1cc(COc2c(F)cccc2F)on1)c1ccccc1 (configuration not stated),4%,0%,6%,i,-21%,0.0%,-6%,1%,7%
COC(=O)c1ccc(N2C(=O)CC(SCCN)C2=O)cc1 (configuration not stated),-3%,u,3%,i,-2%,-0.2%,37%[activator],-9%,0%
COc1ccc2c(C(=O)NCCCCO)c(-c3ccc(S(C)(=O)=O)cc3)sc2c1,17%,17%,-3%,i,28%,1.9%,5%,5%,12%
O=P(Cc1cc[n+]([O-])cc1)(c1ccccc1)c1ccccc1,11%,0%,2%,i,10%,0.0%,6%,-9%,0%
Cc1ccc(-n2ncc3c(Nc4cccc(C(=O)O)c4)ncnc32)cc1,-13%&-6%,u,-16%,i,-5%&-15%,-1.1%&-0.6%,2%,-2%&-1%,27%
O=C(CN(c1ccc(F)cc1)S(=O)(=O)c1ccccc1)NC1CC2CCC1C2 (configuration not stated),-10%,2%,2%,i,1%,1.2%,-9%,10%,-6%
COc1cc(CCCN2C(N)=NC[C@H]2Cc2ccc(O)cc2)cc(OC)c1OC,2%,-1%,0%,i,9%,-0.3%,-4%,-10%,4%
COc1ccc(/C=C(/C#N)C(=O)Nc2ccc(O)cc2)cc1C(=O)O,-1%,u,4%,u,-5%,0.5%,x,5%,-1%
Cc1ccc(SCC(=O)OCC(=O)Nc2ccc3[nH]c(=O)[nH]c3c2)cc1C,0%,1%,3%,u,-3%,0.4%,2%,1%,2%
CN1CCN(C(=O)c2ccccc2[N+](=O)[O-])CC1,2%,3%,1%,i,3%,-0.3%,-15%,6%,u
CCN1C(=S)SC(=O)C1=C1C=C(C)N(Cc2ccco2)C(C)=C1,2%,u,18%,i,-9%,4.4%,96%[activator],-5%,5%
Cc1ccc(N(C)S(=O)(=O)c2cccc(C(=O)Nc3ccc(C)cn3)c2)cc1,0%,u,-2%,i,-27%,0.5%,-8%,0%,9%
O=C(COC(=O)COc1ccccc1)NCc1ccccc1,-11%,10%,11%,i,6%,0.5%,-11%,2%,1%
Cc1ccc(C(=O)Nc2nc(=O)n(C)s2)cc1,u,u,0%[57.1 µM],i,3%,-0.5%,9%,2%,5%
CCCCNC(=O)C1CCN(C(=O)Nc2ccc(C)cc2)CC1,-27%,-6%,-13%,i,-2%,0.2%,-4%,-3%,3%
CCc1ccccc1N(CC(=O)OC)S(C)(=O)=O,-4%,-1%,5%,i,-45%,0.3%,-1%,4%,-8%
O=[N+]([O-])c1cccc(COc2ncnc3cc([N+](=O)[O-])ccc23)c1,-12%,-29%,-1%,i,2%,5.0%,-24%,-11%,9%
CCOc1ccc(-c2csc(NC(=O)CSCC(=O)O)n2)c2ccccc12,5%,-5%,-28%,i,-13%,1.6%,-8%,6%,-10%
C[C@@]12C(=O)Nc3cc(Cl)ccc3C(=O)N1[C@H]1c3cc(Br)ccc3OC[C@@H]1[C@@H]2c1ccccc1,u,u,9%,i,-18%,5.5%,-8%,-5%,u
C=CCn1c(SCC(=O)Nc2sc3c(c2C#N)CCC(C)C3)nc2cc(C(=O)O)ccc2c1=O (configuration not stated),8%,-6%,-13%,i,2%,20%,-16%,-2%,u
CC(=O)NC1(c2ccccc2)CCN(C(=O)N2CCOCC2)CC1,3%,-17%,1%,i,0%,0.1%,5%,-12%,-7%
CN1CCC(N(C)C(=O)c2cc(S(=O)(=O)N(C)c3ccccc3)ccc2Cl)CC1,0%,-13%,3%,i,4%,-0.5%,13%,2%,-8%
Cc1cccc(N(C)S(=O)(=O)c2cc3c(cc2Cl)NC(=O)CO3)c1,-14%,u,x,i,-17%,-0.3%,-6%,0%,x
CC(C)n1nnnc1C1c2ccccc2C(=O)N1Cc1cccs1 (configuration not stated),x,x,10%,i,x,0.0%,11%,x,x
O=C(CCN1CCN(Cc2ccccc2)CC1)NNC(=O)Cc1ccc(Cl)c(Cl)c1,u,10%,8%,i,-6%,2.3%,-12%,2%,0%
CC(=O)c1ccc(NC(=O)c2ccc3c(c2)N(Cc2cccc(Cl)c2)C(=O)c2ccccc2S3(=O)=O)cc1,-3%,11%,x,u,-1%,0.7%,7%,0%,x
CCC1CCCCN1CCCNC(=O)c1ccc2nc(N3CCC(C)CC3)sc2c1 (configuration not stated),19%,u,1%,u,-9%,2.0%,10%,u,20%
CC(=O)NC(CC(=O)O)c1ccc([N+](=O)[O-])cc1 (configuration not stated),-1%,12%,1%,i,1%,0.1%,0%,2%,2%
CCOC(=O)Cn1c(=O)oc2cc(S(=O)(=O)N3CCC(C(=O)OCC)CC3)ccc21,4%,11%,x,x,-14%,0.4%,x,2%,x
OC(COCc1ccc(Cl)cc1)CN1CCN(CC(O)COCc2ccc(Cl)cc2)CC1 (configuration not stated),0%,u,-1%,u,-43%,3.8%,u,x,u
COc1cc(/C=C/C(=O)OCC(=O)c2c[nH]c3ccccc23)ccc1OC(F)F,-11%,-23%,-11%,i,-3%,2.3%,0%,16%,8%
COc1ccc(OCCC(=O)Nc2cc3c(cc2C(=O)O)OCCCO3)cc1,10%,5%,5%,i,3%,0.0%,-9%,-2%,-1%
CC(C)OCCCNC(=S)NNC(=O)c1ccc(Cl)c(Cl)c1,-21%,u,-3%,i,-18%,-0.1%,11%,4%,u
COc1ccc(-c2cc3ncnc(Cl)c3s2)cc1,24%,11%,2%,i,-6%,0.2%,9%,-1%,u

# Single records (already shown). Values in the order: TGFb inhibitor, Nrf2 block, EPAC2 antagonist, S2 tox, HepG2 tox, Nrf2 ARE act, ATXN2 expr inh, A549 tox, MCF10A rereplic
# CC(=O)c1ccc(NC(=O)c2ccc3c(c2)N(Cc2cccc(Cl)c2)C(=O)c2ccccc2S3(=O)=O)cc1 is entered as -3%, 11%, x, u, -1%, 0.7%, 7%, 0%, x
# CC(=O)NC(CC(=O)O)c1ccc([N+](=O)[O-])cc1 (configuration not stated) is entered as -1%, 12%, 1%, i, 1%, 0.1%, 0%, 2%, 2%
# CC(C)n1nnnc1C1c2ccccc2C(=O)N1Cc1cccs1 (configuration not stated) is entered as x, x, 10%, i, x, 0.0%, 11%, x, x

# (more compounds)
SMILES,TGFb inhibitor,Nrf2 block,EPAC2 antagonist,S2 tox,HepG2 tox,Nrf2 ARE act,ATXN2 expr inh,A549 tox,MCF10A rereplic
Cc1ccccc1NS(=O)(=O)c1ccc(C)c(C(=O)N2CCOCC2)c1,0%,-17%,2%,i,-31%,-0.6%,4%,-11%,-2%
COc1ccc(S(=O)(=O)Nc2ccc3c(c2)C(=O)N([C@@H](C)CO)C[C@@H](C)[C@H](CN(C)C(=O)CCCN(C)C)OCCCC[C@H](C)O3)cc1,6%,x,2%,i,8%,-0.2%,3%,x,x
COc1cccc(N(C(=O)c2csnn2)C(C(=O)NC2CCCC2)c2ccccc2)c1 (configuration not stated),-22%,0%,-2%,i,-3%,0.1%,0%,-10%,11%
COc1ccc(-c2nc(CSCC(=O)N3CCN(C4CCCCC4)CC3)c(C)o2)cc1OC,0%,-26%,1%,i,-26%,2.9%,-10%,2%,5%
COC(=O)c1c(C)oc2ccc(OC(=O)c3cccs3)cc12,-4%,6%,8%,i,-1%,2.8%,3%,1%,2%
Cc1ccc(-c2nnc(SCC(=O)Nc3ccc4c(c3)oc3ccccc34)n2C)c(Cl)c1,28%,u,7%,i,-3%,-0.8%,-7%,-13%,9%
Cc1cc(C(=O)N(C)CC2CCCN(CCc3ccc(F)cc3)C2)c(C)o1 (configuration not stated),-21%,-25%,6%,i,-21%,-0.3%,-14%,-14%,-23%
CC(=O)NC1=CC(=C[N+](=O)[O-])C=C1O,0%,10%,-3%,i,19%,0.0%,4%,-5%,9%
CCN(Cc1ccccc1)c1ccc(/C=N/N=C(N)N)cc1,u,7%,-1%,u,-81%,0.9%,u,1%,u

# The list is partial (hit frequency here may not be typical).
